Screening results (PubChem BioAssay)
Cardio protect = protects H9c2 cardiomyocytes from peroxide injury | hit rate 0.63% among 360,000 | protection from H2O2 cell death, % at 20 µM | H2O2 injury protection, ATPLite, 2 h;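 active = compounds giving at least 50% protection of heart cells from peroxide-induced death in the single-dose screen, raw or plate-pattern-corrected value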;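 also: 0% = DMSO wells with peroxide and 100% = DMSO wells without peroxide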
iPSC survival up = increases survival of single human iPS cells | hiPSC single-cell survival, ATPlite luminescence; 100% = ROCK inhibitor wells, 0% = DMSO | survival enhancement, % at 20 µM | hit rate 0.044% among 360,000 | AID 602274; in the data active = survival enhancement above about 18%;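 also: cells exposed to compounds for 16 hours before the ATP read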
NR2E3 ag-1 = activates human NR2E3 receptor. CHO-S Gal4-NCOR/VP16-NR2E3 two-hybrid, luciferase. hit rate 0.35% among 360,000. inhibition of corepressor binding, % at 3.98 µM. Q9Y5X4. AID 602229;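 active = inhibition above the mean of all tested compounds plus 3 SD, cut at about 70% in these data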;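 also: 0% = DMSO with NR2E3 transfected cells and 100% = cells lacking NR2E3 construct; higher means lower luciferase signal from less NR2E3 corepressor binding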
Shn3 inh set2 = Schnurri-3 reporter inhibition in Clone20 osteoblasts; Clone20 osteoblast Shn3 3'UTR firefly luciferase, 24 h; inhibition, % at 12.5 µM; hit rate 0.52% among 360,000; AID 588674;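 active = mean inhibition of at least 75% with every replicate also reaching 75%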;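 also: 0% = median of neutral control wells and 100% = pilot-screen positive control compound; some compounds past the cut are filed as inactive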
Peg3 prom inh = Peg3 promoter activity inhibition | inhibition, % at 20 µM | AID 588405 | HeLa PEG-Prom luciferase reporter, luminescence, overnight | hit rate 1.7% among 360,000;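 active = inhibition of at least 50% at 20 µM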
PDI turbidity = PDI (human) enzyme inhibition | P07237 | PDI insulin aggregation turbidity, A650, 90 min | inhibition, % at 10 µM | hit rate 0.052% among 350,000 | AID 588391;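 active = mean inhibition across replicates of 30% or more, whatever share of single replicates reach that level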;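 also: absorbance from insulin aggregation driven by PDI reduction with DTT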
Target sequence (P07237 whole entry, looked up): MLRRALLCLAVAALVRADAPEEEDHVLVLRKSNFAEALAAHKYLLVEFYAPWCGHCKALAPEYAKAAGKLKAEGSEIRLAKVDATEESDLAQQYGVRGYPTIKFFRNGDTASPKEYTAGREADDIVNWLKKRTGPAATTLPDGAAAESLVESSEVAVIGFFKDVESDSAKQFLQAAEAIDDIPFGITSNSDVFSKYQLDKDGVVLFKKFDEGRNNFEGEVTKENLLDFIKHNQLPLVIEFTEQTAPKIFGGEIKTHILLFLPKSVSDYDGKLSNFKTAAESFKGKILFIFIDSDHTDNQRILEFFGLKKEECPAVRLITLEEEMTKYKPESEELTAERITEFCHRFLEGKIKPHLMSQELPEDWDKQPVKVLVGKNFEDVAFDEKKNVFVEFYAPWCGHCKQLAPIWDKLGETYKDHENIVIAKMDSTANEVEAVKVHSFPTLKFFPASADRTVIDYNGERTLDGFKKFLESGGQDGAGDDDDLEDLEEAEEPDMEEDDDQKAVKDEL
CaV13 FRET inh = Disruptors of the CACNA1D IQ motif to Ca2+-dependent inactivation inhibitor domain association, primary screening, Förster resonance energy transfer in intact living …. inhibition, % at 12.3 µM. hit rate 0.098% among 340,000. HEK cells, CFP/YFP FRET ICDI-IQ, plate reader, 10 min; percent FRET-ratio fall versus neutral wells;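 active = mean replicate inhibition of at least 30% and at least 1% of replicates passing that level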;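 also: 0% = median of the neutral control wells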
MITF TRPM1 inh = MITF TRPM1 promoter inhibition in SK-MEL-5 cells; AID 488899; inhibition, % at 12.5 µM; SK-MEL-5 TRPM1 promoter luciferase, 24 h; hit rate 0.83% among 330,000;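 active = mean inhibition across replicates of 60% or more, whatever share of single replicates reaches that level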; also: values of inactives mirror those of a sister screen read the other way
HIF-2a inh = blocks HIF-2a reporter activity | inhibition, % at 18.8 µM | hit rate 0.72% among 360,000 | 786-0 RCC cells HIF-2a reporter, luciferase luminescence, overnight;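 active = inhibition of the luminescence signal of 40% or more relative to plate controls, in a single-dose primary screen at 18.75 µM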
m5-HT2A agonist = mouse HTR2A agonism via beta-arrestin recruitment; AID 624169; hit rate 0.66% among 360,000; activation, % at 7.6 µM; P35363; CHO-K1 mHTR2A beta-arrestin complementation, luminescence; percent of 30 µM serotonin response;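 active = activation above a run cutoff, the mean activation of all tested compounds plus 3 SD, cut at about 14% in these data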;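 also: 0% = plate median of compound wells and 100% = 30 µM serotonin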
Target sequence (P35363 whole entry, looked up): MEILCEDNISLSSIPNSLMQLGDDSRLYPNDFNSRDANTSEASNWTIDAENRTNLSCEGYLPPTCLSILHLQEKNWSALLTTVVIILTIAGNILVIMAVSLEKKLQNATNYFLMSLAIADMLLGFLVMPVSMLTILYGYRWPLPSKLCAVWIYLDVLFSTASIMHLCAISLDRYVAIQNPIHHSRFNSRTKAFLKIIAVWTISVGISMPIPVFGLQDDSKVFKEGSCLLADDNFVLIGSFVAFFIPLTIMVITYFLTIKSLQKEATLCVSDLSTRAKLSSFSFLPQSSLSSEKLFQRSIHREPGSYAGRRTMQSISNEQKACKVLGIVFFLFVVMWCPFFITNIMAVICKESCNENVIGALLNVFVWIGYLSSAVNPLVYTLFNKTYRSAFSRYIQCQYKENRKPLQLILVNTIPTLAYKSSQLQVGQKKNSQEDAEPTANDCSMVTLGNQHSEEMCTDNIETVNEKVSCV
NR2E3 ag-2 = agonists of human nuclear receptor NR2E3; Q9Y5X4; GST-NR2E3/biotin-RetCOR TR-FRET, 1536-well; inhibition of corepressor binding, % at 4.78 µM; hit rate 0.12% among 320,000; AID 2300;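 active = percent inhibition above the cutoff of mean plus 3 SD of all tested compounds, set per screening campaign, cut at about 20% in these data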;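 also: 0% = DMSO wells and 100% = biotin wells as full block of FRET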
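System: GST-NR2E3 and biotin-RetCOR proteins; probe or stimulus: 7 nM biotin-RetCOR; doses: compound at 4.8 µM, single dose; schedule: Compound–protein incubation for 5 h at 4 °C; detection: time-resolved FRET; read-out: percent inhibition; controls: biotin wells as high control, 0.6% DMSO wells as low control; format: 1536-well plates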
An asterisk follows results filed as active.

O=C(Cn1c(NCCO)nc2ccccc21)c1ccc(Cl)cc1 was read as Cardio protect 10.7, iPSC survival up -1.6, NR2E3 ag-1 -45.0, Shn3 inh set2 -6.2, Peg3 prom inh 12.6, PDI turbidity -0.9, MITF TRPM1 inh 19.2, HIF-2a inh 15.3, m5-HT2A agonist 6.9 and NR2E3 ag-2 -1.1.
COc1ccc(NC(=O)N2CCOCC2)cc1 was read as Cardio protect 0.4, iPSC survival up -0.7, NR2E3 ag-1 0.3, Shn3 inh set2 -9.8, Peg3 prom inh -8.1, PDI turbidity -0.2, CaV13 FRET inh -4.8, MITF TRPM1 inh 10.6, HIF-2a inh -12.5, m5-HT2A agonist 0.1 and NR2E3 ag-2 2.1.
Screening COc1ccc(-c2nnc(SCc3csc(N)n3)n2C)cc1 returned Cardio protect 3.0, iPSC survival up -1.1, NR2E3 ag-1 -9.7, Shn3 inh set2 -9.9, Peg3 prom inh -6.5, PDI turbidity -5.7, CaV13 FRET inh -7.7, MITF TRPM1 inh -5.6, HIF-2a inh -45.4, m5-HT2A agonist 2.8 and NR2E3 ag-2 0.8.
For Cc1nc(NC(=O)c2csc3ccccc23)sc1C the results were Cardio protect -7.4, iPSC survival up -3.3, NR2E3 ag-1 -132.8, Shn3 inh set2 -18.6, Peg3 prom inh -266.8, PDI turbidity -1.4, CaV13 FRET inh -4.8, MITF TRPM1 inh -26.9, HIF-2a inh -321.0, m5-HT2A agonist 0.8 and NR2E3 ag-2 1.7.
`COc1ccc(NC(=O)CCN2CCN(S(=O)(=O)c3ccc(C(C)C)cc3)CC2)cc1` gave Cardio protect -6.5, iPSC survival up 0.8, NR2E3 ag-1 -9.7, Shn3 inh set2 3.7, Peg3 prom inh 4.6, PDI turbidity 0.0, CaV13 FRET inh -5.8, MITF TRPM1 inh 8.4, HIF-2a inh -18.2, m5-HT2A agonist -4.4 and NR2E3 ag-2 2.5.
For CCCc1[nH]nc2c1C(c1ccsc1)C(C#N)=C(N)O2 (configuration not stated) the results were Cardio protect -2.2, iPSC survival up -5.1, NR2E3 ag-1 -0.2, Shn3 inh set2 -8.7, Peg3 prom inh -8.6, PDI turbidity 1.7, CaV13 FRET inh 2.5, MITF TRPM1 inh 14.7, HIF-2a inh 18.7, m5-HT2A agonist 21.0* and NR2E3 ag-2 0.7.
C/C=C/c1cccc(-c2nc(C(=O)NC3CCC3)cc3c2[C@H](CCO)N(S(=O)C(C)(C)C)C3)c1 (some centres not stated) was read as Cardio protect -0.9, iPSC survival up 2.0, NR2E3 ag-1 8.1, Shn3 inh set2 4.5, Peg3 prom inh 10.3, CaV13 FRET inh -10.9, HIF-2a inh 18.3 and m5-HT2A agonist -0.1.
For Cc1ccc(S(=O)(=O)N2CC(O)CC2C(=O)OCC(=O)c2ccccc2Cl)cc1C (configuration not stated) the results were Cardio protect -3.2, iPSC survival up -0.4, NR2E3 ag-1 -24.2, Shn3 inh set2 -24.0, Peg3 prom inh -25.0, PDI turbidity -5.0, CaV13 FRET inh -1.7, MITF TRPM1 inh -15.1, HIF-2a inh -39.5, m5-HT2A agonist 0.1 and NR2E3 ag-2 -0.5.
For O=C(Nc1ccccc1)c1cc2n(n1)C(C(F)(F)F)CC(C1CC1)N2 (configuration not stated) the results were Cardio protect 8.8, iPSC survival up -1.5, NR2E3 ag-1 -42.4, Shn3 inh set2 -9.6, Peg3 prom inh -50.3, PDI turbidity 2.1, CaV13 FRET inh -3.6, MITF TRPM1 inh -1.4, HIF-2a inh -75.1, m5-HT2A agonist -1.9 and NR2E3 ag-2 -0.1.
`CCOc1ccccc1CNC(=O)C1CCN(C(=O)c2sccc2-n2cccc2)CC1` gave Cardio protect 6.0, iPSC survival up 0.5, NR2E3 ag-1 -7.2, Shn3 inh set2 9.6, Peg3 prom inh -14.2, PDI turbidity -7.9, CaV13 FRET inh -4.9, MITF TRPM1 inh 10.9, HIF-2a inh -20.7, m5-HT2A agonist 3.5 and NR2E3 ag-2 0.5.
`O=C(NCCCn1ccnc1)c1cc(-c2ccncc2)nc2ccccc12` gave Cardio protect 0.5, iPSC survival up -0.6, NR2E3 ag-1 -47.9, Shn3 inh set2 -14.4, Peg3 prom inh 2.0, PDI turbidity 4.5, CaV13 FRET inh -19.6, MITF TRPM1 inh 8.1, HIF-2a inh 3.4, m5-HT2A agonist -0.9 and NR2E3 ag-2 -0.9.
CCOC(=O)N1CCN(Cc2nc(-c3ccccc3)no2)CC1 was read as Cardio protect -12.2, iPSC survival up -1.1, NR2E3 ag-1 -12.1, Shn3 inh set2 -5.4, Peg3 prom inh -63.5, PDI turbidity 6.6, CaV13 FRET inh -3.9, MITF TRPM1 inh -9.2, HIF-2a inh -84.0, m5-HT2A agonist -3.7 and NR2E3 ag-2 3.0.
CC1=NN(C(N)=S)C(=O)C1N=Nc1ccccc1 (configuration not stated) was read as Cardio protect -1.9, iPSC survival up -2.0, NR2E3 ag-1 0.6, Shn3 inh set2 -60.6, Peg3 prom inh -123.0, PDI turbidity -2.1, CaV13 FRET inh 0.5, MITF TRPM1 inh -14.4, HIF-2a inh -130.5, m5-HT2A agonist 3.8 and NR2E3 ag-2 -1.0.
O=C(NC1CCC(=O)N(CCSc2ccccc2)CC1)OCc1ccccc1 (configuration not stated) was read as Cardio protect 2.6, iPSC survival up -0.1, NR2E3 ag-1 -52.2, Shn3 inh set2 -1.4, Peg3 prom inh 5.0, PDI turbidity -6.1, CaV13 FRET inh 4.5, MITF TRPM1 inh -0.8, HIF-2a inh 5.2, m5-HT2A agonist -0.9 and NR2E3 ag-2 2.0.
O=C(/C=C/c1cccs1)NC(=S)NNC(=O)Cc1cccs1 was read as Cardio protect 8.1, iPSC survival up -0.7, NR2E3 ag-1 -8.3, Shn3 inh set2 22.9, Peg3 prom inh 1.3, PDI turbidity -2.5, MITF TRPM1 inh 19.4, HIF-2a inh -22.9, m5-HT2A agonist -3.0 and NR2E3 ag-2 4.7.
Screening C=CCNC(=O)c1nn2cccnc2c1Cl returned Cardio protect 9.2, iPSC survival up 6.2, NR2E3 ag-1 -48.2, Peg3 prom inh -0.1, PDI turbidity -16.4, CaV13 FRET inh -7.1, MITF TRPM1 inh 4.0, HIF-2a inh 13.6, m5-HT2A agonist -1.1 and NR2E3 ag-2 7.8.
`Cc1cccc(-c2cnc(C(O)c3ccc(F)c(C)c3)[nH]2)c1` (configuration not stated) gave Cardio protect -16.7, iPSC survival up 1.2, NR2E3 ag-1 -32.5, Shn3 inh set2 -8.3, Peg3 prom inh -9.7, PDI turbidity 0.6, CaV13 FRET inh -7.4, HIF-2a inh -26.2 and m5-HT2A agonist 1.4.
`COc1ccc(N(CC(=O)Nc2ccc(F)c(F)c2)S(=O)(=O)c2c(C)n[nH]c2C)cc1` gave Cardio protect 8.0, iPSC survival up 0.8, NR2E3 ag-1 -40.0, Shn3 inh set2 1.7, Peg3 prom inh 17.1, PDI turbidity -5.9, CaV13 FRET inh -2.5, MITF TRPM1 inh 4.3, HIF-2a inh 0.3, m5-HT2A agonist 9.7 and NR2E3 ag-2 5.4.
`CC(C)C[C@H]1CN([C@@H](CC(C)C)CN2CCC[C@@H]2CN2C(=S)NC[C@@H]2Cc2ccc(O)cc2)C(=S)N1CCc1ccccc1` gave Cardio protect -6.7, iPSC survival up -2.0, NR2E3 ag-1 35.1, Shn3 inh set2 2.4, Peg3 prom inh -16.8, CaV13 FRET inh -3.8, HIF-2a inh -3.6 and m5-HT2A agonist -4.5.
CCCN1C(=O)CC(C(=O)OC)=C1C was read as Cardio protect 1.6, iPSC survival up -0.9, NR2E3 ag-1 12.5, Shn3 inh set2 -4.0, Peg3 prom inh 8.4, PDI turbidity 19.3, CaV13 FRET inh -3.2, MITF TRPM1 inh 9.6, HIF-2a inh 7.6, m5-HT2A agonist -4.6 and NR2E3 ag-2 -1.1.
`NC(=O)C1CC2(C1)CC(C(N)=O)C2` (configuration not stated) gave Cardio protect 7.6, iPSC survival up -0.6, NR2E3 ag-1 -1.9, Shn3 inh set2 0.4, Peg3 prom inh 11.1, PDI turbidity -2.0, CaV13 FRET inh -9.3, HIF-2a inh 10.5 and m5-HT2A agonist 0.7.
For O=C(CSc1ccc(-c2ccccn2)nn1)NC1CCCCC1 the results were Cardio protect 32.1, iPSC survival up -0.5, NR2E3 ag-1 -32.8, Shn3 inh set2 -18.9, Peg3 prom inh -0.4, PDI turbidity 7.9, CaV13 FRET inh -6.3, MITF TRPM1 inh -2.1, HIF-2a inh -10.8, m5-HT2A agonist -2.0 and NR2E3 ag-2 -4.4.
`NNC(=O)C1CCCN1S(=O)(=O)c1ccc(Cl)cc1` (configuration not stated) gave Cardio protect 8.5, iPSC survival up -1.2, NR2E3 ag-1 -15.6, Shn3 inh set2 9.6, Peg3 prom inh 7.0, PDI turbidity 10.2, CaV13 FRET inh -1.8, MITF TRPM1 inh 1.6, HIF-2a inh 11.9, m5-HT2A agonist -9.2 and NR2E3 ag-2 -2.0.
`CC(C)OCCCn1c(=S)[nH]c2cc3c(cc2c1=O)OCO3` gave Cardio protect 8.4, iPSC survival up -1.4, NR2E3 ag-1 -6.9, Shn3 inh set2 -14.2, Peg3 prom inh -0.9, PDI turbidity -6.8, CaV13 FRET inh -5.1, MITF TRPM1 inh -7.4, HIF-2a inh -21.1, m5-HT2A agonist 7.9 and NR2E3 ag-2 1.7.
For COn1c(-c2ccccc2)c(C=O)c2ccccc21 the results were Cardio protect 0.5, iPSC survival up 0.5, NR2E3 ag-1 -39.7, Shn3 inh set2 1.3, Peg3 prom inh -17.4, PDI turbidity -0.8, CaV13 FRET inh -21.0, MITF TRPM1 inh 12.3, HIF-2a inh -122.4, m5-HT2A agonist -0.2 and NR2E3 ag-2 1.0.
For COc1ccc(NC(=O)N(CCCN2CCOCC2)Cc2cccnc2)c(OC)c1 the results were Cardio protect 0.3, iPSC survival up 1.9, NR2E3 ag-1 -0.9, Shn3 inh set2 -37.1, Peg3 prom inh 8.7, PDI turbidity -4.4, CaV13 FRET inh -3.9, MITF TRPM1 inh -13.3, HIF-2a inh 7.4, m5-HT2A agonist 9.3 and NR2E3 ag-2 1.4.
For CCOc1ccccc1NC(=O)c1cc(S(=O)(=O)NCc2ccco2)ccc1F the results were Cardio protect -5.8, iPSC survival up -0.4, NR2E3 ag-1 -23.7, Shn3 inh set2 5.4, Peg3 prom inh -16.3, PDI turbidity -4.8, CaV13 FRET inh -5.8, MITF TRPM1 inh 0.4, HIF-2a inh -9.4, m5-HT2A agonist -6.2 and NR2E3 ag-2 3.4.
